# CAL PDZ FP-1: blocks peptide binding to human CAL PDZ domain | purified CAL PDZ, TMR-peptide fluorescence polarization, 1 h | 330,000 tested, 0.02% active | Q9HD26 | inhibition, % at 20 µM | AID 504414;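 active means highest replicate inhibition of at least 40%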;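 further: plate controls were DMSO neutral control wells for no effect and unlabeled competitor peptide control wells for full effect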
#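 Test system: tagged CAL PDZ domain / Buffer or medium: sodium phosphate/NaCl buffer pH 7.4 with TCEP, IgG, Thesit / Reagent: TMR-labelled reporter peptide T*-PRC34 bound in PDZ groove / Compound dosing: single point, 20 µM / Schedule: 1 h incubation at room temperature before polarization reading / Technique: fluorescence polarization (mP) / Benchmarks: unlabelled peptide, DMSO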
# DAGLB inh: blocks human DAGLB lipase activity; Q8NCG7; HEK293T DAGLB membrane lysate, EnzChek fluorogenic substrate; inhibition, % at 5.17 µM; AID 504411; 340,000 tested, 0.059% active; in the data active means inhibition above about 34%;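 further: 0% = enzyme with vehicle and 100% = wells lacking enzyme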
# Target sequence (Q8NCG7 whole entry, looked up): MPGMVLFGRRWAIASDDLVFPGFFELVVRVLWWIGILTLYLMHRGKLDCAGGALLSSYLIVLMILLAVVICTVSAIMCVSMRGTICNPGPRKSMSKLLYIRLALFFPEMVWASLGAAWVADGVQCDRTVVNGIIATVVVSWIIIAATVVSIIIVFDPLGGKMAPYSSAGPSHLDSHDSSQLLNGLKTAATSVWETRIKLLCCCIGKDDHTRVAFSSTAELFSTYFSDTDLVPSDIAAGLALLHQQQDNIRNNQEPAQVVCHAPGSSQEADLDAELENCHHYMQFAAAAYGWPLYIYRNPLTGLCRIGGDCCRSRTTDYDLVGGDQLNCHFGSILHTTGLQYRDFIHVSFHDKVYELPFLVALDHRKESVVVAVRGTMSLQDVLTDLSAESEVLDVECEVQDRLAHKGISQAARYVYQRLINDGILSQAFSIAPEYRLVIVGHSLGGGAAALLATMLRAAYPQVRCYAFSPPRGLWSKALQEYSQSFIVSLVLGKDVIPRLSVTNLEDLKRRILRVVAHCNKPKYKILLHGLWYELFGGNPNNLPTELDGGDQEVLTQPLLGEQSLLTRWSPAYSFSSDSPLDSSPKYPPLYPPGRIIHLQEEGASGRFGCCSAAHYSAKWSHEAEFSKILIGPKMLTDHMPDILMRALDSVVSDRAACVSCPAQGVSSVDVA
# CAL PDZ FP-2: CAL PDZ (human) peptide binding inhibition | Q9HD26 | purified CAL PDZ, TMR-peptide fluorescence polarization, 1 h | inhibition, % at 24.9 µM | 300,000 tested, 0.92% active | AID 602252;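 active means mean inhibition of at least 30% with at least half of replicates also reaching 30%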;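 further: 0% = DMSO neutral control and 100% = excess unlabeled competitor peptide PRC23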
# Keap1 Nrf2 FP: inhibitors of human Keap1-Nrf2 protein-protein interaction | Q14145 | Keap1 Kelch-Nrf2 peptide fluorescence polarization, 1536-well | inhibition, % at 9.4 µM | 340,000 tested, 0.15% active | AID 504523; in the data active means inhibition above about 12%;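 further: human Keap1 Kelch domain with fluorescein labeled Nrf2 9mer peptide probe; 0% = neutral control wells and 100% = peptide positive control; higher means more block of Keap1 binding to Nrf2 peptide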
# Rtt109 HAT inh: C. albicans Rtt109 histone acetyltransferase inhibition; purified Rtt109/Vps75, ThioGlo CoA-SH fluorescence, 4 h; inhibition, % at 34.9 µM; 330,000 tested, 0.16% active; AID 540336;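 active means inhibition of at least 50% in every replicate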
# RTF Ca sens act: increases calcium sensitivity of human cardiac regulated thin filaments; P19429+P45379; IANBD-labeled TnC RTF fluorescence at EC20 calcium; 0% EC20 calcium, 100% full calcium; activation, % at 7.2 µM; 340,000 tested, 0.24% active; AID 493008;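 active means activation above the mean over all tested compounds plus 3 SD, cut at about 30% in these data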;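 further: rise in fluorescence read as greater calcium sensitivity of cardiac thin filaments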
# PKA-R2B act: activators of human PKA-R2B complex | 340,000 tested, 0.079% active | P22694+P31323 | activation, % at 11.4 µM | PKA-R2B holoenzyme dissociation, Cy5-IP20 fluorescence polarization; R2B truncated from residue 108, S112A mutant; 0% DMSO only, 100% 113 µM cGMP;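 active means activation above a cutoff set at the mean over all compounds plus 3 SD, cut at about 18% in these data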;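 further: higher means more holoenzyme dissociation and a rise in polarization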
# Target sequence (P31323 whole entry, looked up, other chains not shown, the tested form may be a part): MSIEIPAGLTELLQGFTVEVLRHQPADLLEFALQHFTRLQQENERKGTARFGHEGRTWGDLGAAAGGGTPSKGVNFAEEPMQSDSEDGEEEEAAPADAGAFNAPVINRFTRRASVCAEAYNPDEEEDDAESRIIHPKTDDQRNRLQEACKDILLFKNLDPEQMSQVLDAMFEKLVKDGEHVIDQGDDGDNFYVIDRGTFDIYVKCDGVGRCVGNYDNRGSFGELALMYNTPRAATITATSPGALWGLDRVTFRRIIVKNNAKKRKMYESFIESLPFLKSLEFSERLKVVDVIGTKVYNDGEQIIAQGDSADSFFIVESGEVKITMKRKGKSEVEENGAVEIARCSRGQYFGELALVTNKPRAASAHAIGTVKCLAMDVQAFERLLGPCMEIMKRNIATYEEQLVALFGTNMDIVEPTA
# LANA DNA inh: inhibitors of KSHV LANA C-terminal domain DNA binding. inhibition, % at 9 µM. MBP-C-LANA/FAM-LBS DNA binding, fluorescence polarization. 340,000 tested, 0.078% active;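 active means highest replicate inhibition at or above 60% at 9 µM, even if other replicates fall short; inactive means all replicates below 60% inhibition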;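 further: 0% = neutral control wells and 100% = 4 µM acridine orange control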
# SR-BI uptake up: enhances SR-BI lipid uptake from DiI-HDL; CHO ldlA[mSR-BI] cells, DiI-HDL uptake fluorescence, 3 h; 100 = double the neutral-control signal; 320,000 tested, 0.096% active; AID 504775; activation, % at 12.5 µM;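 active means mean replicate activation of at least 60% and every replicate at or above 60%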;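 further: 0% = median plate neutral-control signal and 100% = twice that signal; values of inactives mirror those of a sister screen read the other way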
#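 system = CHO ldlA[mSR-BI] cells, LDL receptor-null, SR-BI overexpressing | medium = Ham's F12 with 0.5% BSA, HEPES 25 mM, pH 7.4 | probe or stimulus = DiI-HDL 10 µg/mL | compound dosing = single-point compound dose | incubation = compound exposure 3 h, 37 °C | technique = DiI fluorescence, bottom read | read-out = cell-associated DiI fluorescence as measure of HDL uptake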
# RTF Ca sens inh: cardiac RTF calcium desensitization | IANBD-labeled cardiac RTF, Ca2+ fluorescence | inhibition, % at 7.15 µM | 340,000 tested, 0.12% active;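 active means inhibition above the mean inhibition of all tested compounds plus 3 SD, cut at about 17% in these data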;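 further: assay run at fixed EC70 calcium of 1.6 mM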
# * = called active by the depositor; nt = not tested or not shown.
SMILES,CAL PDZ FP-1,DAGLB inh,CAL PDZ FP-2,Keap1 Nrf2 FP,Rtt109 HAT inh,RTF Ca sens act,PKA-R2B act,LANA DNA inh,SR-BI uptake up,RTF Ca sens inh
CC1CC(NC(=O)/C=C/C(=O)O)CC(C)(C)C1 (stereo not given),0.0,-1,-11,-3,-12,-5,1,-0.5,17,-2
Nc1nnc2c(C(F)(F)F)nc3ccccc3n12,-1.3,-1,-7,2,6,1,-12,-0.6,5,-8
CCOC(=O)C1CCCN(S(=O)(=O)c2ccc(Br)s2)C1 (stereo not given),-2.9,-3,-6,-5,-6,11,-2,-0.2,-3,-10
Cc1csc(NC(=O)CCc2ccc(S(=O)(=O)N3CCOCC3)cc2)n1,-0.3,-2,0,0,4,0,4,32,-3,-7
Cc1ccccc1NC(=O)c1ccc(S(=O)(=O)N2CCCC2)cc1,-1.5,-2,-1,-2,1,12,-9,-0.4,-18,-1
CC1(C)CC(NC(=O)CCc2ccccc2)CC(C)(C)N1,-0.4,-2,1,-5,2,2,-6,-1.2,39,0
CC(=O)N(C)c1ccc(NC(=O)c2ccccc2C(=O)O)cc1,-1.7,0,-3,-6,2,5,-3,-0.6,36,-3
CCNC(=O)COC(=O)/C=C/c1cccs1,0.8,-2,nt,-2,10,3,-2,0.2,16,-7
CCN1C(=O)N(CC)c2cccc3cccc1c23,nt,-1,0,-2,-1,-3,5,0.6,nt,-1
COc1cc(CCC(=O)Nc2ccc(S(=O)(=O)NC3=NCCCCC3)cc2)cc(OC)c1OC,-0.2,1,12,-1,-3,6,-4,-0.4,1,9
COc1ccc(C)cc1NC(=S)NNC(=O)c1ccccc1Cl,0.2,3,nt,-6,0,-3,6,0.4,10,-3
CC1=CC(C)(C)n2c(O)c(N=N)c3cc(C)cc1c32,-2.0,2,-4,-2,0,-11,5,-0.2,-9,-30
COc1ccccc1OCCNC(=O)C1CCCCC1,-0.9,-2,0,-2,1,2,0,-1.0,23,-1
COC(=O)c1ccc(NC(=S)Nc2cccc(C)n2)cc1,0.1,0,53*,1,7,-2,0,1.0,-29,-10
CC(C)CCN(Cc1ccco1)S(=O)(=O)c1csc(C(N)=O)c1,-0.8,1,nt,0,2,-3,-1,6.7,13,8
C/C(=N\NC(=O)c1ccc(N(C)C)cc1)c1cccnc1,-2.3,-6,-1,0,22,-3,1,1.4,12,-3
O=C(O)c1ccc(N2C(=O)CC(N3C(=O)/C(=C/c4ccc(Cl)cc4)SC3=S)C2=O)cc1 (stereo not given),-2.4,7,3,0,-8,-1,2,0.9,nt,6
c1ccc(NC2=Nc3cccc4cccc2c34)cc1,-0.5,0,nt,-8,1,1,1,-1.0,-19,-1
O=S(=O)(c1ccccc1Br)N(CC(O)COCc1ccccc1)C1CC1 (stereo not given),-0.3,-7,-2,-8,-6,0,-4,2.2,-13,-4
CCOC(=O)C1(Cc2ccccc2)CCN(Cc2ccc(C3CCCCO3)s2)CC1 (stereo not given),-0.6,-9,-1,-5,4,9,-8,-9.4,-3,-10
CCN(CC)c1ccc(C=Nc2ccc(C)cc2)c(O)c1,-0.9,0,1,-5,-18,-6,-2,-0.9,0,-8
CCO/N=C/c1ccc(OC)c(Oc2nc(OC)cc(OC)n2)c1,-2.7,-3,-1,-2,-1,-4,8,-1.9,-2,-9
NC(=O)CC(NC(=O)Cc1ccc(Br)cc1)c1ccc(N2CCN(c3ccc(F)cc3)CC2)c([N+](=O)[O-])c1 (stereo not given),-0.3,17,0,-3,-2,-1,-1,-0.9,-17,-1
O=C(Nc1ccc(S(=O)(=O)N2CCCCC2)cc1)C1CCCN(C(=O)c2ccc(Cl)cc2)C1 (stereo not given),-4.6,1,-16,1,7,1,-6,-1.5,-9,-7
CCC(C(=O)c1ccccc1)N(C(=O)c1ccccc1Cl)N1C(=O)C2C3C=CC(C3)C2C1=O (stereo not given),-2.1,-5,nt,5,8,2,9,1.7,6,-7
Cc1cccn2c(=O)c3cc(C(=O)NCCCN4CCCC4=O)n(C)c3nc12,-2.0,1,-1,-2,3,3,-19,-0.7,-16,-11
Cc1nc(NC(=O)CN2CCOCC2)sc1C(=O)N(C)C,0.1,-2,0,-4,0,-2,-5,1.6,4,3
O=c1[nH]c2cc3c(cc2cc1CN(Cc1cccnc1)Cc1nnnn1Cc1ccco1)OCCO3,-1.4,-1,-4,-12,-23,9,-9,3.6,12,-1
CN(C)CCC(=O)NCC1OCCc2ccccc21 (stereo not given),-0.5,-3,-4,-3,-11,-4,0,-2.5,-17,3
COc1ccc(S(=O)(=O)N2CCC(C(=O)NC3CCCC3)CC2)cc1OC,-1.3,-2,-4,-2,3,0,14,0.6,-6,-9
O=C(CC1OC(=O)c2ccccc21)c1ccco1 (stereo not given),-0.8,1,3,5,-5,4,2,-0.7,57,-16
O=C(Nc1cccc(C(=O)O)c1)/C(=C/c1ccc2c(c1)OCO2)NC(=O)c1cccc(Br)c1,nt,7,1,1,2,8,-4,-0.3,19,-8
CC1CCCN(C(=S)NCCc2ccccc2)C1 (stereo not given),-1.2,2,0,-3,2,-1,0,-3.3,10,-9
CCN(CC)S(=O)(=O)c1ccc(N2CCOCC2)c(NC(=O)c2cc([N+](=O)[O-])ccc2Cl)c1,-0.9,0,40*,4,-1,-2,-2,-0.6,22,-5
N#Cc1c(SCC(=O)Nc2ccccc2)nsc1SCC(=O)Nc1ccccc1,0.1,-5,3,-3,0,4,1,-0.1,14,-12
CC1(O)CC(c2ccc(Cl)cc2)=NN1C(=O)c1ccc([N+](=O)[O-])cc1 (stereo not given),nt,9,-1,-5,-8,-6,-15,-0.8,-89,9
COc1ccc(C(=O)NCC(C)CN(C)C)cc1 (stereo not given),-2.3,-1,3,-1,1,2,-3,-0.6,nt,-8
CC(Sc1nnnn1-c1cccc(F)c1)C(=O)NC1CCCC1 (stereo not given),-2.3,1,-1,-4,4,4,-6,0.9,-1,-5
CCOCCCNC(=O)C(NC(=O)c1cnccn1)c1ccc(C)cc1 (stereo not given),-0.3,-1,0,2,-3,-1,-4,0.0,21,7
CCSc1cc(N2CCCC2)nc(-c2ccccc2Cl)n1,-0.3,0,-7,-1,-9,-7,-10,-0.2,13,6
C1COCCNCCOCCOCCOCCN1,-0.3,1,6,0,12,-3,6,-0.1,27,-9
C=CCN1C(=O)c2cccc3c(N4CCCCC4)ccc(c23)C1=O,-1.0,-9,-6,0,3,74*,7,6.6,-8,-60
O=S(=O)(NCc1ccco1)c1ccccc1Br,-0.9,-1,-2,-4,4,5,-5,0.6,157,-19
Cc1cccc(NS(=O)(=O)c2ccc3c(c2)CCN3C(=O)CCC(=O)O)c1,nt,1,-5,-1,-4,-1,-8,-0.6,3,-6
COc1ccc(CN2CCNC(=O)C2CC(=O)N2CCCN(C(C)=O)CC2)cc1OC (stereo not given),-0.8,-2,-24,0,8,-2,-4,0.6,15,-1
O=C(NC1CCCCC1)n1c(=O)oc2cc(S(=O)(=O)N3CCCCC3)ccc21,nt,1,-2,0,0,0,9,2.3,2,0
CCOC(=O)C1=C(COC(=O)/C=C/c2ccc(O)c(OC)c2)NC(=O)NC1C (stereo not given),-1.0,1,1,-4,-5,-4,-1,-1.0,-38,3
O=C(CCS(=O)(=O)c1ccc(Br)cc1)Nc1ccc(Cl)cc1F,-0.2,1,-6,6,-3,0,-5,0.8,-6,1
CCOC(=O)c1ccc(N2C(=O)C(C)=C(C)C2=O)cc1,0.8,-3,-1,8,2,-2,-3,-0.6,-23,-2
COc1ccc(N2CCN(C(CNS(=O)(=O)c3cccs3)c3cccnc3)CC2)cc1 (stereo not given),-0.4,3,-2,-6,2,6,3,2.7,6,-7
Cc1c(C(=O)N(CCC#N)c2ccccc2)sc2nc3n(c(=O)c12)CCCC3,-1.9,0,-3,2,-10,-6,-4,-0.2,5,-1
Cn1c(COc2ccc(Cl)cc2)nnc1SCc1ncc(-c2ccccc2)o1,nt,-1,-4,-3,0,9,5,-1.0,-23,3
CC(C)(C)OC(=O)N1CCCC(C(=O)CC#N)C1 (stereo not given),nt,17,-5,-10,23,-4,-5,-0.9,15,2
Cc1cccc(/C=C2\Sc3ccc(C(=O)N4CCC(C(N)=O)CC4)cc3N(C)C2=O)c1,-1.7,2,-16,-1,9,-4,-5,0.0,-11,1
COCCCn1c(=O)c2ccccc2n(Cc2ccccc2C)c1=O,8.7,0,-1,1,0,-6,5,-0.1,-2,4
O=C1CCCC2=C1C(c1cccs1)Nc1ccc3ncccc3c12 (stereo not given),-2.6,4,nt,-1,0,-1,-3,0.4,1,-3
CCCn1c(=O)c(C(=O)NCCCc2ccccc2)c(O)c2ccccc21,-1.6,-22,-5,2,6,-8,2,-0.3,-17,-1
COc1cc(Cl)c(C)cc1NC(=O)Cc1ccc(OC)c(OC)c1,-2.7,-1,2,2,-6,0,-1,-1.4,-46,-10
COc1cc(NC(=O)c2cc([N+](=O)[O-])ccc2NC(=O)CNCc2ccccn2)cc(OC)c1,-1.6,3,0,-1,10,-4,-1,-0.7,nt,13
O=C(NCCCN1CCCC1=O)C(=O)Nc1cccc(F)c1,-1.3,2,nt,-5,-10,-6,6,1.0,12,-6

# Just RTF Ca sens act, DAGLB inh and LANA DNA inh, for four of the compounds above:
Compound,RTF Ca sens act,DAGLB inh,LANA DNA inh
COc1cc(NC(=O)c2cc([N+](=O)[O-])ccc2NC(=O)CNCc2ccccn2)cc(OC)c1,-4,3,-0.7
COc1ccc(N2CCN(C(CNS(=O)(=O)c3cccs3)c3cccnc3)CC2)cc1 (stereo not given),6,3,2.7
O=C1CCCC2=C1C(c1cccs1)Nc1ccc3ncccc3c12 (stereo not given),-1,4,0.4
O=C(NCCCN1CCCC1=O)C(=O)Nc1cccc(F)c1,-6,2,1.0

# (listing goes on)
SMILES,CAL PDZ FP-1,DAGLB inh,CAL PDZ FP-2,Keap1 Nrf2 FP,Rtt109 HAT inh,RTF Ca sens act,PKA-R2B act,LANA DNA inh,SR-BI uptake up,RTF Ca sens inh
CCC(C)[C@H](NC(=O)NCCCn1ccnc1)C(=O)OC (stereo not given in full),-0.6,0,0,-5,6,3,-10,1.2,16,4
O=C(CC12CC3CC(C1)CC(CC(=O)N1CCCC1)(C3)C2)N1CCCC1,nt,2,-6,4,-3,2,5,-0.3,13,-3
Oc1ccc(-c2nccc(-c3ccc(F)cc3)n2)cc1,-1.8,-4,4,-2,11,3,-17,0.0,-13,5
COC1=CCC2([N+](=O)[O-])CN(CCO)CC1([N+](=O)[O-])C2 (stereo not given),-0.6,4,-1,-4,10,4,-3,-0.3,35,-17

# Compound activity (PubChem)
